# E coli growth: E. coli V3065 growth inhibition, primary screen, counter-screen for AddAB inhibitor project, absorbance, OD600; 18 h; inhibition, % at 11.9 µM; 0.27% of 330,000 active;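 active = inhibition above the campaign's mean inhibition across all tested compounds plus 3 SD, cut at about 9.9% in these data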;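 note: uninfected addAB+ strain grown without phage in ampicillin broth; 0% = DMSO wells and 100% = ciprofloxacin 0.95 µg/ml wells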
# PKA-R1A activ: activators of PKA-R1A holoenzyme, primary screen, biochemical, fluorescence polarization, Cy5-IP20, bovine R1A, mouse PKAc. cAMP-dependent protein kinase type I-alpha regulatory subunit (Bos taurus) + …. PKA-R1A dissociation; scaled: DMSO 0%, 113 µM cGMP 100%. activation, % at 11.4 µM. 0.083% of 340,000 active. AID 504707, 2011;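 active = percent activation above the mean of all tested compounds plus 3 SD, cut at about 19% in these data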;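 note: higher means more PKAc released from R1A so a rise in polarization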
# phage Ecoli inh: growth loss of phage-infected E. coli, primary screen, RecBCD inhibitor project, absorbance, with phage, HTS. AID 651602, 2012. inhibition, % at 11.9 µM. 0.26% of 360,000 active; in the data active = inhibition above about 11%
# PfHsp90 yeast 2: growth inhibition of PfHsp90-expressing yeast, primary screen, antimalarial PfHsp90 inhibitor project, S. cerevisiae, BacTiter-Glo luminescence, single point, set 2. BacTiter-Glo ATP, 48 h; yeast lacking PDR1 and PDR3 efflux regulators. 0.32% of 310,000 active. inhibition, % at 9.4 µM;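 active = every replicate shows inhibition above about 80%, whatever the replicate mean, limit read from the data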;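 note: 0% = DMSO neutral controls and 100% = 20 µM radicicol positive controls; yeast relying on Plasmodium falciparum Hsp90 in place of its own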
# AddAB inh: growth inhibition of E. coli expressing H. pylori AddAB, primary screen, AddAB inhibitor project, absorbance. inhibition, % at 11.9 µM. 0.29% of 330,000 active; in the data active = inhibition above about 12%;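 note: 0% = vehicle wells of infected cells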
# OPRM1-OPRD1 ag: agonists of OPRM1-OPRD1 heterodimerization, primary screen, cell-based, luminescence. cells. AID 504326, 2011. Mu-type opioid receptor (Homo sapiens) + Delta-type opioid receptor (Homo sapiens), …. 0.3% of 340,000 active. activation, % at 9.3 µM; in the data active = activation above about 18%;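 note: 0% = vehicle-treated cells and 100% = reference agonist; values of inactives mirror those of a sister screen read the other way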
# Target sequence (P35372 whole entry, looked up): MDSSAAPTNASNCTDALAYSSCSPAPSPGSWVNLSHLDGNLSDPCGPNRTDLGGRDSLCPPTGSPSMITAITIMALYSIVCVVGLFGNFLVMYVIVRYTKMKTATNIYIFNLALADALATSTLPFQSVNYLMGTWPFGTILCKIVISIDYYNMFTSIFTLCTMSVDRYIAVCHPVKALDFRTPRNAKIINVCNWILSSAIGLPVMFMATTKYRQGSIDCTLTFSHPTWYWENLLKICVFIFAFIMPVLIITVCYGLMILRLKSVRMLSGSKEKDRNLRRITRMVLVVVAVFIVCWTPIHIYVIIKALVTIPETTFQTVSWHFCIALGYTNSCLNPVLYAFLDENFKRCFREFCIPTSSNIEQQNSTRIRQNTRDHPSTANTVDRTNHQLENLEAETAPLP
# Target sequence (P41143 whole entry, looked up): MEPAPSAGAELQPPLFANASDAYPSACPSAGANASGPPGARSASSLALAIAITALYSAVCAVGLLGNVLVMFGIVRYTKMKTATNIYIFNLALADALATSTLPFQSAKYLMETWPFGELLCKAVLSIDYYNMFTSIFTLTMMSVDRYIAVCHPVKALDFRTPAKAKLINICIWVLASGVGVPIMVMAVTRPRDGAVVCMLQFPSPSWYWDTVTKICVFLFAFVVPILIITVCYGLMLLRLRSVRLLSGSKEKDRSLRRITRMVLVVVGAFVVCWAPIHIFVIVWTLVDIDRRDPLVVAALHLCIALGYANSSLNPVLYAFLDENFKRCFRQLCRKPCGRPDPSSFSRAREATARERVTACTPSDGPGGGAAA
# Tat transport: E. coli Tat export inhibitors, primary screen, MC4100, TorA-mCherry reporter, fluorescence, single point; inhibition, % at 10 µM; 0.036% of 340,000 active; AID 488895, 2010;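 active = mean replicate inhibition at least 50% and at least half of replicates individually reaching 50%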;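 note: exported cargo escapes ClpAP degradation while cytoplasmic cargo is degraded and loses fluorescence; 0% = median of neutral control wells and 100% = median of NaSCN control wells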
# Mot1-301 SUMO: yeast Mot1-301 growth rescue at high temperature, primary screen, SUMOylation pathway inhibitor project, S. cerevisiae, ATP luminescence, 38.5C; growth rescue, % at 18.8 µM; S. cerevisiae Mot1-301 growth rescue; percent above DMSO median, 100 means doubled; 1% of 320,000 active; AID 2716, 2010;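 active = every valid replicate shows activation above 250% relative to neutral control wells; inactive = the rest, any valid replicate at or below 250%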;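 note: OY570 slx delta 5 strain wells were the positive control but not used for scaling; some compounds called inactive have numbers as strong as hits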
# Arr AP2 block: inhibitors of beta-arrestin/AP2 binding, primary screen, biochemical, GPCR trafficking, flow cytometry; inhibition, % at 10 µM; FITC-arrestin peptide / GST-AP2 beads; AP2 beta2 appendage carries R879A mutation; 0.31% of 340,000 active;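 active = inhibition above a set limit, near 3 SD of compounds lacking own fluorescence, cut at about 54% in these data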;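 note: plate controls were DMSO wells for no effect and 5 µM unlabelled arrestin peptide for full effect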
#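 System: GST-AP2 R879A glutathione beads. Medium: PBS with 0.05% Tween 20 and 0.1% BSA. Also added: FITC-arrestin peptide, 50 nM. Incubation: 12 min plus 1 h, RT. Measured by: high-throughput flow cytometry of beads, ex 488, em 535 nm. Evaluation: percent drop in bead-associated FITC signal.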
# OPRM1-OPRD1 inv: inverse agonists of MOR-DOR heterodimerization, primary screen, cell-based, luminescence | Mu-type opioid receptor (Homo sapiens) + Delta-type opioid receptor (Homo sapiens), … | cell-based MOR-DOR heterodimer luminescence, inverse agonism | inhibition, % at 9.3 µM | 0.21% of 340,000 active; in the data active = inhibition above about 22%, passing the limit was not always enough;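 note: 0% = cells with DMSO and 100% = wells without cells with DMSO; values of inactives mirror those of a sister screen read the other way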
# DSG3 Ab inh: inhibitors of pemphigus antibody binding to DSG3, primary screen, biochemical, bead-based, flow cytometry, scFv-GFP; 0.48% of 310,000 active; binding (percent of control), % at 10 µM; DSG3-coupled beads, scFv-anti-DSG3-GFP binding; hits give low values;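 active = binding more than 3 SD below its plate's average and above zero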;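 note: hits lower antibody fragment binding to DSG3; some compounds called inactive have numbers as strong as hits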
# * marks the source's active call; other numbers are inactive results; . = no result given. Compounds were not picked by outcome; any-hit rate near 2.8%.
1: O=c1ccsn1Cc1ccccc1
2: O=C(CSc1nc2ccccc2[nH]1)Nc1ccc2c(c1)OCCO2
3: Cc1ccc(S(=O)(=O)CCc2nc3ccccc3[nH]2)cc1C
4: COc1ccccc1/C=C/C(=O)OCC(=O)NC(=O)NC1CCCC1
5: C[C@]12CCC3c4ccc(O)cc4CCC3C1CC/C2=N\N (stereo partly specified)
6: Cc1csc(SCC(=O)Nc2cc(S(=O)(=O)N(C)C)ccc2C)n1
7: Cc1ccc(S(=O)(=O)NCC(c2ccco2)N2CCOCC2)cc1 (stereo unspecified)
8: Cc1ccc(CCNC(=O)c2cc(-c3ccncc3)nc3ccc(S(=O)(=O)N4CCOCC4)cc23)cc1
9: CCCNC(=O)CN1C(=O)c2ccccc2Sc2ncccc21
10: CCOc1ccc(Nc2nnc(SCc3nc4ccccc4c(=O)[nH]3)s2)cc1

assay / entry,1,2,3,4,5,6,7,8,9,10
E coli growth,8.7,10*,0.2,1.8,-2.1,-0.1,-2.1,-1.5,2.3,-3.3
PKA-R1A activ,-14,-11,6,-11,1,-3,-9,-5,-6,-3
phage Ecoli inh,14*,9.3,3.4,1.8,2.2,-0.5,2.0,0.4,1.4,-2.0
PfHsp90 yeast 2,29,3,-26,-6,19,16,-1,-5,6,-29
AddAB inh,75*,12,1.5,-0.7,1.2,0.0,-0.6,2.0,0.6,-2.2
OPRM1-OPRD1 ag,1.2,0.1,1.1,1.2,-0.6,-1.5,-1.4,-1.3,-3.0,1.0
Tat transport,22,-5,-3,-6,3,-1,4,-4,-5,5
Mot1-301 SUMO,-49,-5,.,-18,-25,-4,-5,321,-1,6
Arr AP2 block,-4,6,18,35,-3,29,-3,-11,14,-23
OPRM1-OPRD1 inv,-7,-1,-6,-6,3,8,9,7,13,-5
DSG3 Ab inh,100,93,97,127,101,102,95,87,92,147

11: COc1c(C)cc(C(=O)C2CCCN(C(=O)C3=C(C)OCCO3)C2)cc1C (stereo unspecified)
12: CC(C)(C)NC(=O)/C(=C\c1ccc(Br)cc1)NC(=O)c1cccs1
13: Cc1ccc2c(CC(=O)NCC(=O)Nc3c(C)cccc3C)coc2c1
14: O=C(O)C(=O)Nc1nc(-c2ccc3c(c2)OCCO3)cs1
15: CCOC(=O)C1=C(C)Nc2ccccc2N=C1NC(=O)C1CCN(C(=O)c2ccccc2C)CC1
16: COc1ccc(NC(=S)NCc2cccnc2)cc1
17: Cc1cc[n+](-c2[nH]c(=O)sc2/C=N/N=C(\[O-])c2ccncc2)cc1
18: COCCCNC(=O)Cn1nnc(-c2ccccc2NC(=O)c2ccccc2F)n1
19: S=c1[nH]nc(-c2ccco2)n1-c1cccc2ccccc12
20: Cc1cccc(NCCC#N)c1

assay / entry,11,12,13,14,15,16,17,18,19,20
E coli growth,-1.1,-1.1,0.1,-0.7,0.4,-0.7,-2.0,0.2,0.8,3.4
PKA-R1A activ,-3,3,-16,-6,1,1,-12,1,-7,-7
phage Ecoli inh,2.8,1.2,0.7,0.9,1.8,5.2,-0.8,0.9,1.6,0.2
PfHsp90 yeast 2,-14,-15,0,-3,14,20,-23,28,5,-27
AddAB inh,-0.2,1.3,-0.3,1.8,-0.8,10,1.6,2.1,0.6,0.2
OPRM1-OPRD1 ag,-0.1,-1.1,-2.9,-1.8,-1.9,-3.4,-1.4,-0.1,-0.8,-2.0
Tat transport,10,0,1,-6,2,-7,-3,3,7,8
Mot1-301 SUMO,6,-10,13,10,-14,261,22,-1,-11,140
Arr AP2 block,4,-3,21,-16,5,0,2,9,5,-24
OPRM1-OPRD1 inv,0,4,15,9,9,17,7,0,4,9
DSG3 Ab inh,104,.,107,105,111,79,.,90,94,97

# Full records as entered above. Order of values: E coli growth	PKA-R1A activ	phage Ecoli inh	PfHsp90 yeast 2	AddAB inh	OPRM1-OPRD1 ag	Tat transport	Mot1-301 SUMO	Arr AP2 block	OPRM1-OPRD1 inv	DSG3 Ab inh
# `CCOc1ccc(Nc2nnc(SCc3nc4ccccc4c(=O)[nH]3)s2)cc1` across the screens: -3.3	-3	-2.0	-29	-2.2	1.0	5	6	-23	-5	147
# `CC(C)(C)NC(=O)/C(=C\c1ccc(Br)cc1)NC(=O)c1cccs1` across the screens: -1.1	3	1.2	-15	1.3	-1.1	0	-10	-3	4	.
# `COCCCNC(=O)Cn1nnc(-c2ccccc2NC(=O)c2ccccc2F)n1` across the screens: 0.2	1	0.9	28	2.1	-0.1	3	-1	9	0	90

# The results go on:
21: N#CCC(CNc1ncc(C(F)(F)F)cc1Cl)OC(=O)c1cccc([N+](=O)[O-])c1 (stereo unspecified)
22: O=C(NCc1ccc(Cl)cc1)c1n[nH]c([N+](=O)[O-])c1Cl
23: COc1ccc(CC(=O)OCc2cc(=O)n3cc(Br)ccc3n2)cc1OC
24: CCn1c(CSc2nc3ccccc3s2)nnc1SCC(=O)c1ccc(O)cc1O
25: Cn1nnnc1SCC(=O)c1ccc(Br)s1
26: COC(=O)c1ccc([C@@H]2C[C@H]3CN(Cc4cccnc4)C(=O)[C@]34CCCN24)cc1
27: Cc1cccc2nc(-c3ccco3)oc(=O)c12
28: CCOc1cc(CNc2ccc(N3CCCCC3)cc2)cc(Br)c1OCC(=O)NC(C)(C)C
29: CCc1nnc(NC(=O)CSc2nc3cccnc3n2C2CCCCC2)s1
30: CCN(CC)c1ccc2c(c1)oc(=O)c1c(Cl)cc(=O)oc12

assay / entry,21,22,23,24,25,26,27,28,29,30
E coli growth,-2.4,2.1,-0.2,0.6,2.2,-1.5,-3.4,-0.3,-0.8,-0.8
PKA-R1A activ,-15,12,8,5,-8,1,3,-12,3,-24
phage Ecoli inh,1.1,2.4,-1.5,0.2,4.7,4.7,-0.2,3.8,1.9,.
PfHsp90 yeast 2,11,12,27,2,14,-4,-4,14,4,-21
AddAB inh,-0.6,3.2,-1.1,0.9,1.6,2.3,1.0,0.7,-3.2,0.3
OPRM1-OPRD1 ag,5.0,-0.7,-0.1,-1.7,-2.9,-3.3,-3.7,4.1,6.8,-0.8
Tat transport,9,5,3,1,3,-4,6,14,-1,-5
Mot1-301 SUMO,-2,9,-12,13,178,386,0,53,4,30
Arr AP2 block,2,1,0,4,10,-9,1,7,6,-5
OPRM1-OPRD1 inv,-29,5,1,10,16,16,17,-18,-40,4
DSG3 Ab inh,111,104,.,95,117,109,128,103,110,103

31: CCc1ccc(/C=C(\Cl)c2nc3cc(Cl)ccc3c(=O)[nH]2)cc1
32: CC(C)Cn1c(N)c(/C=N/NC(=O)c2ccc(Cl)cc2)c(=O)n(C)c1=O
33: CC1CCN(c2ccc3nnc(CCC(=O)Nc4ccc(F)cc4)n3n2)CC1
34: CNc1ccc(/C=C(\C#N)c2ccccn2)cc1[N+](=O)[O-]
35: C=CCOc1ccccc1C1C2=C(CC(C)(C)CC2=O)Nc2c1c(=O)n(C)c(=O)n2C (stereo unspecified)
36: CCCCN(C(=O)c1cc(S(=O)(=O)N2CCCCC2)ccc1Cl)c1c(N)n(CCC)c(=O)[nH]c1=O
37: CC1CCN(S(=O)(=O)N2CCC(C(=O)NCc3cccs3)CC2)CC1
38: CCC(CO)NCc1ccc2c(c1)n(C)c(=O)n2C (stereo unspecified)
39: C/C=C/C(=O)Nc1nnc(-c2ccccc2C)s1
40: COc1ccc(-c2cc(C(F)(F)F)n3nc(C(=O)N4CCOCC4)nc3n2)cc1

assay / entry,31,32,33,34,35,36,37,38,39,40
E coli growth,1.7,3.5,0.2,2.5,0.7,.,1.2,-0.8,-4.5,.
PKA-R1A activ,-10,1,-3,4,-3,-16,5,-3,-5,-3
phage Ecoli inh,2.3,-1.0,1.2,2.1,1.3,0.6,.,2.3,3.2,0.6
PfHsp90 yeast 2,-2,-25,5,-12,2,4,-7,-2,-12,-4
AddAB inh,0.8,-0.3,0.0,3.0,4.1,.,0.3,2.4,1.8,.
OPRM1-OPRD1 ag,-2.4,0.9,-2.2,5.2,-0.4,0.8,-1.1,-2.4,3.2,-3.8
Tat transport,3,-4,15,-5,-1,5,12,-3,-3,-2
Mot1-301 SUMO,138,4,-14,-3,97,.,-12,1,4,.
Arr AP2 block,-4,15,-15,1,-4,-2,6,2,-2,0
OPRM1-OPRD1 inv,12,-7,12,-24,2,-3,6,12,-22,18
DSG3 Ab inh,.,112,.,.,104,112,97,92,100,100

41: C[N+]1(C)CC2([N+](=O)[O-])CC=C(Oc3ccccc3)C([N+](=O)[O-])(C2)C1 (stereo unspecified)
42: Cn1c(=O)c2c(nc(SCCN3CCCCC3)n2C)n(C)c1=O
43: CCS(=O)(=O)c1nc(S(=O)(=O)c2ccc(C)cc2)c(N2CCN(CCO)CC2)s1
44: O=C(c1ccccc1)c1ccc(Oc2ccc(C(=O)O)c(C(=O)O)c2)cc1
45: Cc1[nH]c2ccccc2c1C(=O)COC(=O)c1nccnc1N
46: O=C(CN1C(=O)/C(=C/c2ccccc2F)Oc2ccccc21)N1CCN(c2ccccn2)CC1
47: COc1ccc(/C(N)=N/OC(=O)Oc2ccccc2)cc1OC
48: COc1cc(NC(=O)CC(C)S(=O)(=O)c2ccc3c(c2)NC(=O)CO3)cc(OC)c1OC (stereo unspecified)
49: Cc1nn(C)c(NC(=O)c2ccccc2Cl)c1Cl
50: O=C(Nc1ccccc1)c1ccccc1N=Cc1cccc(O)c1

assay / entry,41,42,43,44,45,46,47,48,49,50
E coli growth,-1.5,0.3,0.8,-1.0,-2.3,-1.6,0.4,2.6,-1.4,-1.9
PKA-R1A activ,4,2,-9,-8,-2,-5,-8,-6,-4,-13
phage Ecoli inh,0.4,1.7,2.5,0.9,1.2,1.7,2.9,-0.9,-0.4,-0.2
PfHsp90 yeast 2,-23,-2,11,-4,-7,-5,-7,-1,34,3
AddAB inh,-0.6,0.2,3.2,3.4,-0.3,-2.1,-1.2,3.2,-0.1,0.5
OPRM1-OPRD1 ag,-1.6,-2.3,-2.9,-2.7,-2.7,0.3,-0.5,-2.9,-4.1,-2.6
Tat transport,3,1,2,13,-5,-9,18,-9,-2,2
Mot1-301 SUMO,-8,-4,234,9,-13,4,2,2,6,-6
Arr AP2 block,-27,-9,15,-8,-8,-3,1,24,-9,-10
OPRM1-OPRD1 inv,9,13,15,13,11,-2,3,15,18,12
DSG3 Ab inh,114,79,99,101,101,83,112,.,102,102

# Screening data (PubChem)
